# EPAC1 antagonist: EPAC1 (human) antagonism; hit rate 0.14% among 360,000; EPAC1 GEF assay, Rap1b-BODIPY-GDP exchange fluorescence; Potency, µM (highest dose often 115 µM), for inactives: top-dose activity change, negative = inhibition, actives largely listed as inhibitors; O95398; AID 720709;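 further: potency means the concentration at half of the fitted maximal effect; plate controls were vehicle for no effect and positive control for full effect; nearly all actives have a fitted effect of over 50% in size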
# WRN inhibitor: inhibitors of human WRN helicase. Q14191. WRN helicase unwinding, fluorescent forked duplex, kinetic. Potency, µM (series often up to 114 µM), for inactives: at the top dose activity change, negative = inhibition, usual class: inhibitors. hit rate 0.46% among 360,000; further: potency means the concentration at half of the fitted maximal effect; on the % scale 0 is the no-effect control and ±100 the full control effect; nearly all actives have a fitted effect of over 55% in size
#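 Primary qHTS, 1536-well format. 20 nM WRN + compound, 15 min RT; start with 100 nM forked fluorophore/quencher duplex, 2 mM ATP (final); kinetic read ex 525/em 598 nm.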
# Mm-Cpn inhibitor: M. maripaludis TRiC chaperonin inhibition. AID 504842. Potency, µM (top dose mostly 76.9 µM), for the others: at the highest dose activity, negative = inhibition, usual class: inhibitors. hit rate 0.031% among 330,000. purified Mm-Cpn ATPase, ADP Transcreener TR-FRET; further: potency means the concentration at half of the fitted maximal effect; on the % scale 0 is the no-effect control and ±100 the full control effect; nearly all actives have a fitted effect of over 80% in size
#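 Compound-treated chaperonin, 25 nM final, turns over 10 uM ATP at 37°C for 30 min following a 10 min preincubation; ADP generated competes with ADP-d2 for Eu-cryptate antibody, lowering FRET.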
# PI5P4K alpha inh: blocks human PI5P4K alpha kinase activity; PI5P4Kalpha enzyme, ADP-Glo luminescence, 60 min; stronger effect = lower value; hit rate 1.2% among 330,000; max response, %; active means max response of -50% or lower; further: value at the top dose of about 77 µM; on the % scale 0 is the no-effect control and ±100 the full control effect
# Target sequence (P48426 whole entry, looked up): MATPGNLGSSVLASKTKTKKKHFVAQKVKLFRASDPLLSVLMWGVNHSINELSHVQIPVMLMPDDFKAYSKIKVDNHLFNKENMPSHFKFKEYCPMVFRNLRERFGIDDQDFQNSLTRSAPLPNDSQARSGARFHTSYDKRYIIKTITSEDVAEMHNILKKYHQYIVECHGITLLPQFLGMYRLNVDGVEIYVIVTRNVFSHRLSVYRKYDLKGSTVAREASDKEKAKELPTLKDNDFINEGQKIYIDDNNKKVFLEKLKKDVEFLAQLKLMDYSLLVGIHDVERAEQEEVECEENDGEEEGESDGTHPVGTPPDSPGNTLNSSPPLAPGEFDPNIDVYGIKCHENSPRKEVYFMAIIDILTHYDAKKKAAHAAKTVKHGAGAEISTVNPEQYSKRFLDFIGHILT
#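 Reactions run in 0.038 M HEPES pH 7.4, 0.28 mM EGTA, 0.1% CHAPS and 5% DMSO, with PI5P4Kalpha, substrate, compound and 5 microM ATP final, one hour at room temperature. Readout is ADP-Glo luminescence.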
# EPAC1 agonist: agonists of human EPAC1. hit rate 0.073% among 360,000. AID 720707. Potency, µM (highest dose often 154 µM), for inactives: at the highest dose activation, actives largely listed as activators. EPAC1 agonist qHTS, biochemical assay; response scale: 100% = response to 6.5 mM cAMP; further: potency means the concentration at half of the fitted maximal effect; nearly all actives have a fitted effect of over 60% in size
#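 EPAC1 100 nM, Rap1B–BODIPY-GDP 250 nM, unlabeled GDP 50 uM; compound titration; 5 min RT; kinetic read ex480/em540 at 5-min intervals ×30 min; data normalized to 6.5 mM cAMP agonist control.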
# PLK1 PBD inh: inhibitors of human PLK1 polo-box domain binding; Potency, µM, for inactives: max response, negative = inhibition, usual class: inhibitors; hit rate 2.8% among 360,000; Plk1 PBD binding of FITC phosphopeptide, fluorescence polarization; further: potency means the concentration at half of the fitted maximal effect; series mostly up to about 57 µM; on the % scale 0 is the no-effect control and ±100 the full control effect; nearly all actives have a fitted effect of over 65% in size
# Target sequence (P53350 whole entry, looked up, the tested form may be a part): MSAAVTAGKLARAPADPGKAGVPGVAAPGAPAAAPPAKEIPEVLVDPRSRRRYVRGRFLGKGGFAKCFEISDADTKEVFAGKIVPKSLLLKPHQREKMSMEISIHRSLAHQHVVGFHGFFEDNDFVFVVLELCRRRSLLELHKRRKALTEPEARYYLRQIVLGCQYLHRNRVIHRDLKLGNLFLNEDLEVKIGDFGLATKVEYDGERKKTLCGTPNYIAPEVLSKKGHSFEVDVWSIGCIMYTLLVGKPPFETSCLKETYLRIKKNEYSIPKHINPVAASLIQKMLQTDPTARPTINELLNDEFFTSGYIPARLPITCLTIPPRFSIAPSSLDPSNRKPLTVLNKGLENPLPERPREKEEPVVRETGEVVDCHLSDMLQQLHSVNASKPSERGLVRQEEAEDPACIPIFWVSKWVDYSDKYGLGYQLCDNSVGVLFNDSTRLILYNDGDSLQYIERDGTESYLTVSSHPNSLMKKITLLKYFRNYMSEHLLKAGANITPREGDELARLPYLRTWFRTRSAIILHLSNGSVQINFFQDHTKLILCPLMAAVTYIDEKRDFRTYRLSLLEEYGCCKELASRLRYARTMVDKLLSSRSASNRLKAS
# CCT chaperon mod: changes cytosolic chaperonin activity. activity change, % (no concentration beside the values), hits read low. purified chaperonin ATPase assay, HTRF ADP detection, 30 min. hit rate 0.3% among 360,000; in the data active means activity change below about -30%; further: on the % scale 0 is the no-effect control and ±100 the full control effect
#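 We incubate TRiC, 40 or 20 nM final, with library compounds at 76 uM and 10 uM ATP for 30 min at 37 °C. ADP formed is detected with Transcreener HTRF reagents after 30 min at room temperature.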
# EPAC2 antag: antagonists of human EPAC2; AID 720708; Potency, µM (titrated, usually from 114 µM), without a hit: top-dose activity, negative = inhibition, hits mostly inhibitors; EPAC2 GEF exchange of Rap1B-BODIPY-GDP, fluorescence; hit rate 0.18% among 360,000; Q8WZA2; further: potency means the concentration at half of the fitted maximal effect; on the % scale 0 is the no-effect control and ±100 the full control effect; nearly all actives have a fitted effect of over 45% in size; many of its hits are not listed in these tables
# Active calls of the source: *; nt = no result given; [ ] = another dose, or the depositor's remark. Unless noted, the call rests on the fitted dose curve; in most records, active means well fitted curve in the direction sought with a large enough effect; inconclusive means small, poorly fitted or top-dose-only effect, or another doubt; inactive means no such curve, though single readings can be large; an effect the other way counts as inactive or inconclusive.
1) CN(C)C(CNC(=O)CSc1nc2ccccc2c(=O)n1Cc1ccco1)c1ccccc1 (stereo not drawn)
2) Cc1ccc(S(=O)(=O)c2c(C)nn(C(C)(C)C)c2OC(=O)C(C)(C)C)cc1
3) C[C@@H]([C@H](O)c1ccccc1)N(C)C(=S)Nc1ccccc1
4) COc1ccc(-c2c3c(cc4ncn(Cc5ccccc5)c24)COC3=O)cc1
5) CC(Cc1ccccc1)C(=O)N(C)Cc1ccccc1 (stereo not drawn)
6) O=C(Cc1ccccc1)c1c[nH]c(C(=O)NCc2ccncc2)c1
7) N#Cc1ccc(C(=O)Nc2nnc(-c3ccco3)o2)cc1
8) Cc1cccc(C(=O)NCCc2csc(C)n2)c1
Compound,1,2,3,4,5,6,7,8
WRN inhibitor,-3%,-27%,5%,-2%,-6%,-9%,-8%,-3%
PI5P4K alpha inh,11,8,-2,-10,7,2,6,-2
Mm-Cpn inhibitor,1%,0%,1%,-2%,-3%,0%,-1%,-3%
EPAC1 antagonist,18%,-22%,-18%,-8%,11%,-12%,-8%,8%
EPAC2 antag,7%,-2%,-1%,-13%,-5%,4%,-3%,-9%
PLK1 PBD inh,-8%,-5%,-12%,10%,-12%,-6%,-6%,-8%
CCT chaperon mod,-1.7,0.2,-2.2,-0.9,-1.2,0.5,0.3,-2.5
EPAC1 agonist,2%,3%,-6%,-4%,-10%,-1%,1%,-6%

9) CCOc1ccccc1NC(=O)c1ccc2nc[nH]c2c1
10) [O-]/[N+](=C\c1ccccc1)c1ccccc1
11) O=C1CC(c2ccc(Cl)cc2)CC(O)=C1C=NCc1ccc(Cl)c(Cl)c1 (stereo not drawn)
12) Clc1cccc(Oc2cnc3ccccc3n2)c1
13) COc1cc(CC(=O)Nc2ccccc2N2CCOCC2)cc(OC)c1OC
14) CC(C)(C)C(=O)N1CCC(O)(CS(=O)(=O)Cc2ccc(Cl)cc2)CC1
15) O=C(/C=C/Nc1ccc(F)cc1Br)c1ccccc1
16) COc1ccc(-c2nc(NC(=O)C3CC(=O)N(Cc4ccco4)C3)sc2C)cc1 (stereo not drawn)
Compound,9,10,11,12,13,14,15,16
WRN inhibitor,-12%,5%,-9%,-10%,1%[57.1 µM],-2%,-22%,3%
PI5P4K alpha inh,-27,1,11,11,13,-2,-18,-9
Mm-Cpn inhibitor,1%,1%,2%,-5%,1%,0%,-1%,-4%
EPAC1 antagonist,-26%,14%,0%,-11%,-13%,4%,-16%,-16%
EPAC2 antag,3%,-5%,-5%,-2%[57.1 µM],-6%,-10%,0%,-14%
PLK1 PBD inh,-10%,-12%,-2%,-4%,-9%,-13%,-9%,-18%
CCT chaperon mod,-20,-1.8,-1.1,-2.1,-2.4,0.2,-7.0,0.8
EPAC1 agonist,-1%,1%,4%,10%,1%,-5%,1%,3%

17) O=C(O)c1nc(NCCc2ccccc2)ncc1Cl
18) CCOc1ccc(C(=O)NC(=S)Nc2ccc(NC(=O)C(C)C)cc2)cc1[N+](=O)[O-]
19) Cc1cc(S(=O)(=O)N2CCN(CC(=O)N(C)Cc3ccccc3)CC2)ccc1Br
20) CCc1ccc2oc(-c3ccc(OC)cc3)cc(=Nc3c(C)n(C)n(-c4ccccc4)c3=O)c2c1
21) COc1cc(C(c2c(C)[nH][nH]c2=O)c2c(C)[nH][nH]c2=O)cc(OC)c1OC
22) CN(C)CCn1ccc(O)c(Cc2ccc(Cl)cc2)c1=O
23) COC(=O)C1C(O)=C(C=Nc2cccc3ccccc23)C(=O)CC1(C)C (stereo not drawn)
24) Cc1ccc(C2CC(=O)C=C(NCC(C)C)C2)cc1 (stereo not drawn)
Compound,17,18,19,20,21,22,23,24
WRN inhibitor,-19%,-3%,-2%,5%,-9%,-8%,6%,-12%
PI5P4K alpha inh,-3,-2,2,5,3,11,6,-2
Mm-Cpn inhibitor,-2%,2%,-4%,-3%,1%,0%,0%,1%
EPAC1 antagonist,-7%,0%,-11%,-7%,-12%,5%,-23%,0%
EPAC2 antag,2%,1%,-2%,1%,6%,5%,-14%,12%
PLK1 PBD inh,-9%,3%,0%,1%,-22%,-6%,-12%,27µM*
CCT chaperon mod,-2.7,0.3,-2.1,-1.1,0.7,-0.8,-3.6,-2.7
EPAC1 agonist,5%,-6%,63µM*,-3%,6%,-1%,5%,-10%

# A stretch from further up, for reference:
20) CCc1ccc2oc(-c3ccc(OC)cc3)cc(=Nc3c(C)n(C)n(-c4ccccc4)c3=O)c2c1
21) COc1cc(C(c2c(C)[nH][nH]c2=O)c2c(C)[nH][nH]c2=O)cc(OC)c1OC
Compound,20,21
WRN inhibitor,5%,-9%
PI5P4K alpha inh,5,3
Mm-Cpn inhibitor,-3%,1%
EPAC1 antagonist,-7%,-12%
EPAC2 antag,1%,6%
PLK1 PBD inh,1%,-22%
CCT chaperon mod,-1.1,0.7
EPAC1 agonist,-3%,6%

# (further entries)
25) CC[C@@H]1CC2=C(C(=O)OC(C)(C)O2)[C@H](c2ccc(F)cc2)O1
26) COc1ccc(Br)cc1C(=O)NCc1cccnc1
27) CCOC(=O)CC1(NC(=O)C2CCC(=O)N(Cc3ccccc3F)C2)CCCCC1 (stereo not drawn)
28) O=C(CSc1nccn1Cc1ccco1)Nc1ccccc1C(F)(F)F
29) CCCC1=C(C(=O)OCC)C(c2cc(Cl)cc(OC)c2OCc2ccccc2)NC(=O)N1 (stereo not drawn)
30) O=C(c1ccc(Cl)c(S(=O)(=O)N2CCCCCC2)c1)N1CCCCC1
31) O=C(Nc1cccnc1)C1CCCN1S(=O)(=O)c1ccc(Cl)c(Cl)c1 (stereo not drawn)
32) CCCS(=O)(=O)NC(=O)C1(C)CCCN(C(=O)c2cc(C)nn2C(C)(C)C)C1 (stereo not drawn)
Compound,25,26,27,28,29,30,31,32
WRN inhibitor,-3%,11%,12%,-29%,-10%,13%,-11%,3%
PI5P4K alpha inh,-1,nt,-1,4,nt,4,nt,-3
Mm-Cpn inhibitor,nt,1%,-3%,1%,-1%,0%,0%,nt
EPAC1 antagonist,3%,3%,4%,2%,-14%,16%,4%,1%
EPAC2 antag,2%,17%,10%,2%,-6%,4%,-1%,-4%
PLK1 PBD inh,0%,-2%,27µM*,-9%,0%,-8%,0%,-2%
CCT chaperon mod,0.4,-0.8,0.9,-1.0,-1.4,-0.4,-4.8,0.4
EPAC1 agonist,-2%,-1%,3%,1%,6%,-1%,10%,2%

# Overlap with the part before: 2 compounds, then new ones.
31) O=C(Nc1cccnc1)C1CCCN1S(=O)(=O)c1ccc(Cl)c(Cl)c1 (stereo not drawn)
32) CCCS(=O)(=O)NC(=O)C1(C)CCCN(C(=O)c2cc(C)nn2C(C)(C)C)C1 (stereo not drawn)
33) O=C(CN1C(=O)NC(Cc2c[nH]c3ccccc23)C1=O)Nc1ccc(F)cc1F (stereo not drawn)
34) O=C(O)c1ccc(/C=N/N2CCN(Cc3ccc(Cl)cc3)CC2)cc1
35) C=CCOc1c(CNc2ccc3[nH]c(=O)[nH]c3c2)cccc1OC
36) CSc1ccc(CNCC(O)c2ccccc2)cc1 (stereo not drawn)
37) O=C(NCc1ccco1)c1cnn2c1NC(c1ccccc1)CC2C(F)(F)F (stereo not drawn)
38) Cc1coc2c(C)c3oc(=O)c(CCC(=O)NCc4ccccn4)c(C)c3cc12
39) NC(=O)c1cc(Cl)ccc1OCC(=O)NC1CC1
40) CCn1nnnc1-c1ccc(OC)c(S(=O)(=O)NCCc2ccccc2)c1
Compound,31,32,33,34,35,36,37,38,39,40
WRN inhibitor,-11%,3%,-4%,2%,1%,11%,-9%,1%,13%,2%
PI5P4K alpha inh,nt,-3,5,-2,-23,-3,nt,-1,1,nt
Mm-Cpn inhibitor,0%,nt,-5%,-3%,-2%,2%,1%,0%,1%,-1%
EPAC1 antagonist,4%,1%,-17%,8%,6%,3%,-3%,-3%,13%,5%
EPAC2 antag,-1%,-4%,-21%,6%,-1%,-1%,-5%,-16%,4%,1%
PLK1 PBD inh,0%,-2%,0%,-1%,27µM*,-11%,-8%,-3%,-1%,-2%
CCT chaperon mod,-4.8,0.4,-1.0,-3.2,-3.9,-0.3,-2.0,-1.1,-1.2,-0.9
EPAC1 agonist,10%,2%,-4%,-1%,6%,4%,5%,-11%,3%,0%

# Copied from the list.
# no. 37 in EPAC2 antag → -5%
# no. 38 in EPAC1 antagonist → -3%

# The listing continues:
41) CCOc1ccc(NC(=O)NCc2ccc3c(c2)OCO3)cc1
42) Cc1cccc(NC(=O)COc2ccccc2C(=O)NC(C)c2ccccc2)c1 (stereo not drawn)
43) COC(=O)C1=C[C@@H](C(=O)OC)[C@@H]2C3=C(C(=O)[C@@]2(C)NC(=O)c2ccccc2)[C@H](C)n2c(=O)n(C)c(=O)n2[C@@H]3C1
44) Cc1ccccc1Cn1c(=O)n(C)c(=O)c2sccc21
45) Cc1ccccc1-c1nc(CS(=O)CC(=O)NC2CCCCC2)c(C)o1 (stereo not drawn)
46) C/C(CC(=O)Nc1ccc(Br)cc1)=N\NC(=O)c1cccc(O)c1
Compound,41,42,43,44,45,46
WRN inhibitor,4%,-12%,9%,-26%,-6%,4%
PI5P4K alpha inh,1,17,1,-4,-4,9
Mm-Cpn inhibitor,3%,-4%,nt,-1%,2%,0%
EPAC1 antagonist,-14%,-9%,1%,-6%,-19%,-3%
EPAC2 antag,2%,-11%,28%,0%,-2%,-3%
PLK1 PBD inh,0%,3%,-8%,-9%,-16%,0%
CCT chaperon mod,-2.2,1.3,-3.1,-1.6,0.4,-2.7
EPAC1 agonist,-14%,6%,-5%,6%,8%,23%

# Records above printed as active in PLK1 PBD inh:
no.	Compound	WRN inhibitor	PI5P4K alpha inh	Mm-Cpn inhibitor	EPAC1 antagonist	EPAC2 antag	PLK1 PBD inh	CCT chaperon mod
24	Cc1ccc(C2CC(=O)C=C(NCC(C)C)C2)cc1 (stereo not drawn)	-12%	-2	1%	0%	12%	27µM*	-2.7
27	CCOC(=O)CC1(NC(=O)C2CCC(=O)N(Cc3ccccc3F)C2)CCCCC1 (stereo not drawn)	12%	-1	-3%	4%	10%	27µM*	0.9
35	C=CCOc1c(CNc2ccc3[nH]c(=O)[nH]c3c2)cccc1OC	1%	-23	-2%	6%	-1%	27µM*	-3.9

# Source: PubChem BioAssay (National Center for Advancing Translational Sciences (NCATS))

# Some of the compounds tested. The share of hits here may be higher or lower than overall.
